High-throughput results as filed in PubChem.
MEKK2mut PB1 HTS = signal of MEK5 binding to mutant human MEKK2 PB1 domain; AID 1530; percent response, % at 10 µM; 0.35% of 290,000 active; bead flow cytometry, Alexa488-MEK5 binding to MEKK2 mutant; in the data active = percent response above about 24%, passing the limit was not always enough; note: inactives centre near 1; some results filed as inactive read as strong as hits; reference of the scale not given here
IDE cell activ = boosts human insulin-degrading enzyme activity in HEK cells; P14735; FAbeta-B cleavage, fluorescence polarization; 0% vehicle, 100% cell-free pure enzyme wells; activation, % at 5.96 µM; 0.073% of 340,000 active; AID 493087;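 active = activation above the mean of all tested compounds plus 3 SD, set per screening campaign, cut at about 17% in these data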
MEKK2wt PB1 HTS = raises or lowers MEK5 binding to wildtype human MEKK2 PB1 domain. Q9Y2U5. bead flow cytometry, Alexa488-MEK5 binding to MEKK2 WT; actives lie on both sides. binding response (% of control), % at 10 µM. 1.1% of 290,000 active; in the data active = binding response below about 67% or above about 130%
PfM18AAP inh = PfM18AAP enzyme inhibition; recombinant PfM18AAP, H-Glu-NHMec fluorogenic cleavage; inhibition, % at 7.35 µM; 1.2% of 290,000 active; AID 1822;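 active = inhibition above the campaign mean inhibition over all tested compounds plus 3 SD, cut at about 28% in these data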;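 note: 0% = plate median of test compound wells and 100% = 2 mM ZnCl2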
IDE inh = inhibitors of human insulin-degrading enzyme in cells | 0.41% of 320,000 active | HEK cells, FAbetaB cleavage, fluorescence polarization | P14735 | inhibition, % at 5.59 µM;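 active = percent inhibition above the average of all tested compounds plus 3 SD, set per screening campaign, cut at about 16% in these data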;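 note: IDE supplied by intact live HEK cells; FP after avidin binding of uncleaved biotin substrate so inhibition keeps polarization high; 0% = DMSO wells and 100% = 60 µM reference IDE inhibitor Ii1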
NALP1 inh = blocks the NALP1 inflammasome reconstituted in yeast; S. cerevisiae NALP1/ASC/caspase-1 growth, X-gal OD620, 72 h; inhibition, % at 10 µM; 0.61% of 280,000 active; in the data active = inhibition mostly above about 24%, no sharp cut-off; inactive = mostly below about 32%; note: some compounds called inactive have numbers as strong as hits
MEKK3 PB1 HTS = modulators (inhibitors or enhancers) of MEK5 binding to human MEKK3 PB1 domain; Q99759; bead-based flow cytometry, Alexa488-MEK5 binding to MEKK3; actives lie on both sides; 0 = blocked by unlabeled MEK5, 100 = vehicle; binding response (% of control), % at 10 µM; 1.4% of 290,000 active; AID 1529;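 active = binding response more than 3 SD above or below the average of its plate-row segment, actives on both sides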;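 note: Alexa488 bead fluorescence after subtracting the streptavidin-only scavenger bead signal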
UBC9 SUMO inh = inhibitors of human SUMOylation (UBC9); P63279; HTRF SUMOylation assay, SAE1/SAE2 + UBC9, in vitro; inhibition, % at 35 µM; 0.36% of 290,000 active; in the data active = inhibition above about 50%, passing the limit was not always enough; note: strong numbers were not always called active
pCIP destab = compounds decreasing mouse p/CIP protein stability | Q05BA5 | 0.01% of 290,000 active | AID 1984 | F442A p/CIP-EGFP cells, EGFP fluorescence, 16 h | decrease of EGFP signal, % at 10 µM;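 active = EGFP signal decrease of at least 30% at 10 µM or well 3 SD below plate mean, unless failing retest; inactive = the rest, including hits failing retest or dose response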; note: some compounds called inactive have numbers as strong as hits; many of its hits are not listed in these tables
Target sequence (Q05BA5 1-1403): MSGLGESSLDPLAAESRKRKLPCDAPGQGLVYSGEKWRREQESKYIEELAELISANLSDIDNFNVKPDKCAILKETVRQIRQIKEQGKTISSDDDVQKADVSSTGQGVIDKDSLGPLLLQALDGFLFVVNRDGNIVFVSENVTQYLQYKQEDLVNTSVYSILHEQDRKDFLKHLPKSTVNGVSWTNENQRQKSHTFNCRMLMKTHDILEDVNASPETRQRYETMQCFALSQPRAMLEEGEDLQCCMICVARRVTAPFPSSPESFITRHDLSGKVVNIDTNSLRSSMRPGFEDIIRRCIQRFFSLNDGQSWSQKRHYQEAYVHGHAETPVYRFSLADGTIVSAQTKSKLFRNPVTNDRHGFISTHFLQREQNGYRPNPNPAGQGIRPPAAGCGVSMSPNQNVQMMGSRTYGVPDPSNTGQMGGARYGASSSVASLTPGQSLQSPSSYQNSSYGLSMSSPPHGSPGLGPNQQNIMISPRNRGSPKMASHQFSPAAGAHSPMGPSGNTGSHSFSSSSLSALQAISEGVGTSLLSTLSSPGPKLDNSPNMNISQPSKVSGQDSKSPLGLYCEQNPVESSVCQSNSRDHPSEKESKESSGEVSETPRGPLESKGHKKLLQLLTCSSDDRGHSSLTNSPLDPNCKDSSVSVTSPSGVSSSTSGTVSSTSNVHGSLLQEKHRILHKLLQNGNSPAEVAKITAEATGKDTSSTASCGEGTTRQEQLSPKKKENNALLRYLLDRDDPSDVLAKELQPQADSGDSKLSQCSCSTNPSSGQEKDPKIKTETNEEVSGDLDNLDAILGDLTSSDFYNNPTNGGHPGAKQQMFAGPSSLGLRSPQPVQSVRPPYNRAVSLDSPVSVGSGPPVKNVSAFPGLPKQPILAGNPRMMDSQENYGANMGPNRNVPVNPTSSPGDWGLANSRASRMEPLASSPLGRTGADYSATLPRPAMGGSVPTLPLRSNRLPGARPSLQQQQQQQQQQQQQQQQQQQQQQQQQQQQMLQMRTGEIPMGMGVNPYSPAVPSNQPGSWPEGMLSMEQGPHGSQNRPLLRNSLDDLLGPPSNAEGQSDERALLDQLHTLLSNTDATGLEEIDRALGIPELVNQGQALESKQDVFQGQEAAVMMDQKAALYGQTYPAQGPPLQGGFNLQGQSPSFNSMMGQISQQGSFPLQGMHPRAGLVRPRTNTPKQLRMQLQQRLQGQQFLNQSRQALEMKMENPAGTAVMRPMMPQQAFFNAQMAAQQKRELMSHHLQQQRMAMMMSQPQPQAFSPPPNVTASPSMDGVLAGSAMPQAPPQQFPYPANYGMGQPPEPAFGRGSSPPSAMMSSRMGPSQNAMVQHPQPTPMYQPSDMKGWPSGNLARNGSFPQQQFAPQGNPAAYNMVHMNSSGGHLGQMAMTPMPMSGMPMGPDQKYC
Starred values were filed as active, the others as inactive; x = no result given; [ ] = remark or other dose. Some of the compounds tested; rates above refer to the full screens.

SMILES	MEKK2mut PB1 HTS	IDE cell activ	MEKK2wt PB1 HTS	PfM18AAP inh	IDE inh	NALP1 inh	MEKK3 PB1 HTS	UBC9 SUMO inh	pCIP destab
CCOc1ccc(/C=C2\SC(=S)N(Nc3ccccc3)C2=O)cc1OC	-2.0	2.9	66.0	4.1	-1.5	27.7	128.0*	-6.4	-6.7
CCN(CC)S(=O)(=O)c1ccc(Cl)c(C(=O)Oc2cccc(-c3cnc4ccccc4n3)c2)c1	14.0	6.4	96.0	-0.4	-1.6	13.2	101.0	3.9	-9.0
N#Cc1ccc(Oc2c(Cl)cncc2Cl)cc1	2.0	-4.4	101.0	7.1	1.1	13.2	98.0	12.9	-9.1
O=C(NC(=O)c1ccccc1)Nc1ccc(Cl)cn1	-2.0	2.8	99.0	-1.5	-1.6	34.9	100.0	10.9	-9.7
COc1ccccc1C(CC(=O)Nc1ccccc1C)c1ccc(OC(C)C)cc1 (stereo not drawn)	1.0	1.4	92.0	1.6	1.2	6.7	94.0	-11.5	8.7
Cc1cc2c(cc1C)CSC(c1ccccc1OC(=O)C(C)C)SC2	-1.0	1.1	94.0	-9.8	-7.8	7.8	93.0	-26.0	0.0
O=C(CSCc1ccc(Cl)cc1)N1CCN(Cc2ccc3c(c2)OCO3)CC1	5.0	0.8	110.0	2.3	-3.0	-13.3	101.0	-32.0	6.3
COc1ccc(CN(C)CC(=O)Nc2ccc(Cl)cc2F)c(OC)c1	-2.0	x	105.0	-8.7	4.0	15.0	103.0	8.4	-10.6
O=c1oc2ccccc2n1Cc1ccccc1Cl	2.0	-2.2	103.0	-8.7	3.0	8.0	103.0	-10.3	-11.1
C/C(=N/OCO/N=C(\C)c1ccc(F)cc1F)c1ccc(F)cc1F	31.0	4.0	120.0	-8.1	4.6	10.9	107.0	-12.5	4.8
CCSc1nnc2c(n1)[nH]c1c(C)cccc12	-1.0	0.5	101.0	5.4	1.6	18.1	104.0	4.1	1.6
COc1cccc(-n2cnnn2)c1	-3.0	5.0	96.0	-21.0	-1.4	x	101.0	0.7	-0.2
Cc1nc(OCc2ccccc2)c2ccccc2n1	13.0	-2.1	110.0	-5.7	8.4	4.3	112.0	-16.0	-3.9
O=C1c2oc3ccccc3c(=O)c2C(c2cccnc2)N1CCCN1CCOCC1 (stereo not drawn)	4.0	5.5	106.0	-4.5	0.7	-2.4	107.0	-27.3	-4.9
Cc1ccc2nc(-c3ccncc3)cc(-c3ccccc3)c2c1	0.0	4.1	100.0	4.0	-3.9	34.4*	96.0	6.0	1.0
CCn1cnc2c1c(=O)n(CC(=O)OC(C)C(N)=O)c(=O)n2Cc1ccccc1 (stereo not drawn)	-4.0	5.8	97.0	-18.1	-2.7	20.0	100.0	12.3	-21.7
Cc1ccc(-c2cc(=O)c3cc(F)ccc3[nH]2)cc1	1.0	-2.2	105.0	2.5	1.0	18.0	112.0	1.5	-5.4
COc1ccc(CC(NC(C)=O)C(=O)N2CCN(C(=O)Nc3ccc(Cl)cc3)CC2)cc1OC (stereo not drawn)	4.0	0.0	109.0	-0.2	-0.3	-0.8	106.0	-1.6	-4.5
CC(NCc1ccncc1)C12CC3CC(CC(C3)C1)C2 (stereo not drawn)	-8.0	3.8	92.0	0.2	-5.2	7.8	100.0	6.9	-24.2
CC(=O)NC1C(=O)N(CC(C)C)c2ccccc21 (stereo not drawn)	-2.0	3.3	107.0	-3.0	2.3	4.0	105.0	-12.3	-17.1
CC(Oc1cccc(Cl)c1)c1ccnc2nc(/N=C/N(C)C)nn12 (stereo not drawn)	-4.0	6.7	101.0	-4.8	4.3	-28.2	104.0	1.4	8.5
O=C(COC(=O)CNS(=O)(=O)/C=C/c1ccccc1)Nc1cc(S(=O)(=O)N2CCCCC2)ccc1Cl	5.0	1.8	100.0	5.3	1.7	12.0	100.0	-7.1	-16.7
CCOC(=O)N1CCC(NC(=O)CN2C(=O)COc3ccc(C(C)(C)C)cc32)CC1	x	4.8	x	2.4	2.1	-12.2	x	18.5	-5.8
O=C(Cn1cnc(S(=O)(=O)N2CCCC2)c1)Nc1ccc(OC(F)(F)F)cc1	-1.0	1.3	101.0	-2.8	1.2	22.9	102.0	-4.3	11.9
COc1ccc([C@H]2/C=C\CN(C(=O)C3CCCC3)[C@@H](C)C(=O)N2Cc2ccc(F)cc2)cc1	1.0	0.4	99.0	x	3.4	x	104.0	x	x
Cc1ccsc1CNC1CCCCC1	7.0	-0.7	106.0	0.0	6.1	4.8	106.0	12.7	-8.2
CCC(C)[C@H](NC(=O)NCC1CCCO1)C(=O)OC (stereo partly drawn)	-7.0	-3.1	87.0	2.6	1.3	31.8	88.0	-5.4	-9.5
Cc1cccc(N(C(=O)CCC(=O)Nc2ccccn2)C(C(=O)NC(C)C)c2ccc(O)cc2)c1 (stereo not drawn)	0.0	7.9	106.0	-4.2	-0.7	26.2	99.0	20.0	-7.4
Cn1c(Cn2nnc(-c3ccccc3)n2)nnc1SCc1ccccc1Cl	2.0	-11.9	101.0	-4.5	6.8	14.4	95.0	-13.5	-6.7
CN(C)c1ccc(C(CNC(=O)c2ccc(C#N)cc2)c2c[nH]c3ccccc23)cc1 (stereo not drawn)	-1.0	5.3	97.0	7.0	-2.7	17.0	100.0	-11.8	0.7
C/C(=C\C(=O)Nc1cscc1C)C(=O)O	-3.0	6.1	96.0	4.0	-1.1	-6.7	100.0	10.9	-3.7
COc1ccc(S(=O)(=O)N2CCCCC2)cc1NC(=O)c1cccs1	-5.0	-0.1	97.0	0.0	2.7	4.1	100.0	6.5	13.4
O=C(c1ccc(-n2cnnn2)cc1)N1CCN(C(c2ccccc2)c2ccccc2)CC1	-1.0	-6.4	100.0	-6.4	9.0	1.5	93.0	5.8	-9.1
CCOC(=O)c1ccc(NC(=O)c2nc[nH]c2C(=O)NC)cc1	-1.0	1.0	105.0	x	0.1	x	84.0	4.3	-14.4
Cc1ccc(/C=N/Nc2ccc(C(=O)O)cc2)o1	-6.0	8.3	94.0	5.4	6.2	7.4	103.0	2.9	9.6
Cc1ccc(NC2OC(C(O)CO)C(O)C2O)cc1[N+](=O)[O-] (stereo not drawn)	2.0	2.6	103.0	-12.5	2.9	13.0	108.0	-23.0	7.8
CC(C)COC(=O)c1nnsc1NC(=O)Nc1ccccc1	-13.0	1.1	81.0	1.4	-1.0	-5.5	76.0*[inhibitor]	-12.0	-8.4
CCN(CC)CC(=O)N1N=C(c2cccs2)CC1c1ccco1 (stereo not drawn)	11.0	7.8	103.0	16.5	4.8	3.0	102.0	-23.7	-1.6
CCc1sc(C(=O)Nc2cccnc2)cc1Br	5.0	-7.8	108.0	5.9	6.6	11.2	104.0	1.8	7.5
CCCc1cc(-c2nc(-c3ccc(C)cc3)cs2)ccn1	-1.0	-1.0	105.0	0.4	-2.5	25.6	112.0	2.1	-18.9
COc1cc(OC)cc(C(=O)NC(=S)N2CCCCC2c2cccnc2)c1 (stereo not drawn)	-3.0	5.9	92.0	-0.1	-0.1	-0.5	95.0	-8.7	10.5
N/C(=N\OC(=O)CC1CCCCC1)c1ccccn1	-6.0	3.0	82.0	2.6	-4.7	4.5	83.0	-10.6	-10.1
Cn1c(=O)c2ncn(CC(=O)NCCOc3ccccc3)c2n(C)c1=O	-1.0	-1.4	99.0	-3.2	-1.4	10.3	102.0	-2.3	3.4
CCn1c(SCC(=O)Nc2ccc(OC)c(OC)c2)nnc1-c1cnccn1	13.0	0.4	106.0	0.9	3.0	-1.0	102.0	-1.2	-10.0
CCC(=O)c1ccc(OCC(=O)N2CCCC2)c(OC)c1	-16.0	0.2	73.0	-3.9	-0.8	-8.4	79.0	7.8	-11.0
COC(=O)CSc1nsc(SCC(=O)OC)n1	-6.0	4.6	87.0	-0.8	0.7	7.2	90.0	-5.5	-4.3
COc1ccc(-c2nc(C#N)c(NCc3ccccc3Cl)o2)cc1	1.0	1.4	99.0	-7.4	1.1	21.9	100.0	14.4	-151.7
CCOCCCNC(=S)N(Cc1ccccc1)Cc1nc2ccccc2c(=O)[nH]1	2.0	2.9	107.0	3.4	2.3	6.6	105.0	17.4	-14.4

Rewritten comma-delimited: three of the compounds above
Structure,MEKK2mut PB1 HTS,IDE cell activ,MEKK2wt PB1 HTS,PfM18AAP inh,IDE inh,NALP1 inh,MEKK3 PB1 HTS,UBC9 SUMO inh,pCIP destab
COc1ccccc1C(CC(=O)Nc1ccccc1C)c1ccc(OC(C)C)cc1 (stereo not drawn),1.0,1.4,92.0,1.6,1.2,6.7,94.0,-11.5,8.7
Cc1ccc(-c2cc(=O)c3cc(F)ccc3[nH]2)cc1,1.0,-2.2,105.0,2.5,1.0,18.0,112.0,1.5,-5.4
O=C(CSCc1ccc(Cl)cc1)N1CCN(Cc2ccc3c(c2)OCO3)CC1,5.0,0.8,110.0,2.3,-3.0,-13.3,101.0,-32.0,6.3

(continued)
SMILES	MEKK2mut PB1 HTS	IDE cell activ	MEKK2wt PB1 HTS	PfM18AAP inh	IDE inh	NALP1 inh	MEKK3 PB1 HTS	UBC9 SUMO inh	pCIP destab
Cc1ccc(C(=O)N/C(=C\c2sccc2C)C(=O)NCCCN2CCOCC2)cc1	1.0	1.0	103.0	4.4	1.7	16.8	102.0	-10.7	4.8
COc1cc(NC(=O)CSc2nnc3ccc(-c4ccncc4)nn23)cc(OC)c1	0.0	1.4	104.0	-0.9	-3.2	0.7	99.0	-10.8	7.0
CCCn1c(=O)c(C(=O)Nc2ccccc2C(=O)OC)c(O)c2ccccc21	5.0	1.1	104.0	1.7	2.8	-0.9	106.0	12.6	5.2
CC1(C)Cc2c(sc(NC(=O)/C=C/C(=O)O)c2C#N)CO1	-6.0	4.1	93.0	-14.3	0.5	32.3	101.0	15.9	-10.6
CN1CCN(c2ccc(Cl)cc2NC(=O)c2cccc(S(=O)(=O)N(C)C)c2)CC1	19.0	-1.8	126.0	-4.0	-3.3	10.0	105.0	16.6	-3.0
O=C(Nc1ccncc1)c1ccc(Cl)c(Cl)c1	3.0	5.1	104.0	0.0	-1.0	20.6	99.0	1.0	-8.3
CCCCSc1nc(C)c(CC(=O)O)c(=O)[nH]1	7.0	4.6	110.0	-18.4	-0.2	-5.5	108.0	18.7	-10.2
CCOC(=O)c1sc2nc(N3CCCC3)c3c(c2c1N)CC(C)(C)OC3	3.0	3.1	105.0	7.4	-6.3	3.9	102.0	16.9	-24.8
CCOC(=O)c1cc(C#N)c(N2CCN(c3ccccn3)CC2)nc1-c1ccccc1	1.0	4.8	103.0	-11.2	1.3	28.7	103.0	14.0	-10.8
Cc1ccc(NC(=O)c2ccc3nc[nH]c3c2)nc1	10.0	2.1	104.0	20.2	1.9	1.9	103.0	16.8	2.4
O=C(NC1CCCCC1)C(c1ccc(F)cc1)N(C(=O)Cc1ccsc1)c1ccc(F)cc1 (stereo not drawn)	3.0	0.4	100.0	0.3	1.9	7.0	104.0	-12.6	-12.7
Cn1c(COc2ccccc2)nnc1SCCN1CCOCC1	-6.0	-4.6	95.0	8.7	-8.4	13.3	99.0	-4.8	-6.9
O=S(N1CCCCC1)C12CC3CC(CC(C3)C1)C2 (stereo not drawn)	-11.0	-4.5	85.0	-0.7	1.5	5.1	104.0	12.1	1.3
O=C(CC1C(=O)NCCN1C(=O)Nc1ccc(F)cc1)Nc1ccc(F)cc1 (stereo not drawn)	-35.0	7.4	78.0	-0.7	-0.4	x	70.0	5.3	-10.0
Cc1ccc(NC2=CC(=O)CC(c3ccco3)C2)c(N)c1 (stereo not drawn)	8.0	-0.3	109.0	22.3	1.7	18.6	104.0	89.9	4.2
COc1ccc(NCc2n[nH]nc2-c2ccccc2)cc1Cl	3.0	1.6	103.0	-4.2	1.7	10.7	104.0	-9.9	-4.9
